# From PubChem BioAssay
# FXN GAA850 act = frataxin GAA850 promoter activation; actives 0.56% (n = 360,000); activation, % at 6 µM; HEK293 lucGAA850 FXN promoter luciferase reporter, 24 h; percent of 10 µM SAHA response;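 active means activation above the average of all compounds screened plus 3 SD, cutoff fixed separately per campaign, cut at about 7.5% in these data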;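 further: 0% = DMSO wells and 100% = 10 µM SAHA wells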
# ssDAF-12 act = activators of S. stercoralis DAF-12 nuclear receptor; actives 1% (n = 370,000); AID 652126; HEK293 ssDAF-12/GRIP1 lit1-tk-luc reporter, luminescence; % of 3 µM dafachronic acid response; activation, % at 6.8 µM;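 active means activation above the mean over all tested compounds plus 3 SD, cut at about 0.9% in these data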;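 further: 0% = DMSO-only wells and 100% = 3 µM delta7-dafachronic acid wells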
# hgDAF-12 ag = activates the H. glycines DAF-12 receptor ligand-binding domain; HEK293 GAL4-hgDAF12 UAS-luciferase reporter, agonist luminescence; normalized to butyrate control; AID 687014; activation, % at 6.8 µM; actives 1.8% (n = 370,000);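 active means activation above a cutoff set at the mean of all screened compounds plus 3 SD, cut at about 10% in these data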;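 further: 0% = DMSO wells and 100% = sodium butyrate wells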
# DAX1 inh-1 = blocks DAX1 repression of SF-1 activated StAR promoter; HEK293T StAR-luciferase reporter, SF-1/DAX-1 repression relief; inhibition, % at 6.8 µM; actives 1.1% (n = 370,000); AID 652010;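 active means inhibition above the mean over all tested compounds plus 3 SD, cut at about 3.6% in these data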;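 further: 0% = DAX-1 cells with DMSO and 100% = cells lacking DAX-1 with DMSO; higher inhibition means more luminescence from relief of DAX-1 repression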
# hcDAF12 agonist = activators of H. contortus DAF-12 nuclear receptor; actives 1.4% (n = 370,000); AID 652067; HEK293 hcDAF-12 lit1-tk-luc reporter, luminescence; 0% DMSO, 100% Δ7-dafachronic acid; activation, % at 6.8 µM;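 active means activation above the mean of all tested compounds plus 3 SD, cut at about 5.5% in these data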;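 further: 100% = response to 3 µM Δ7-dafachronic acid high control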
# DAX1 inh-2 = NR0B1 (DAX1) inhibition. P51843. HEK293 Gal4-DAX1 luciferase reporter, luminescence. inhibition, % at 6.75 µM. actives 0.99% (n = 340,000). AID 504766;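 active means inhibition above the mean over all tested compounds plus 3 SD, cut at about 4.2% in these data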;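 further: 0% = DAX1-transfected cells with DMSO and 100% = empty-vector control cells with DMSO; inhibition shows as a rise in luminescence from relieved DAX1 repression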
# Target sequence (P51843 207-470 limits assumed): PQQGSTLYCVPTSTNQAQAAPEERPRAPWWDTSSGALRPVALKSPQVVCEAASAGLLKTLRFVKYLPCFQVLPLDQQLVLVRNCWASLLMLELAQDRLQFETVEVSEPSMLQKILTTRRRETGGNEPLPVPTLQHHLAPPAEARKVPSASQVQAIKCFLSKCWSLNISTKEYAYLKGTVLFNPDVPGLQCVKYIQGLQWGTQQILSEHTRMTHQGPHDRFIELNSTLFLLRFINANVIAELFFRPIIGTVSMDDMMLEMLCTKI
# SMARCA2 activ = activators of SMARCA2 function; MG213 cells, MMTV-luciferase reporter, dexamethasone, overnight; activation, % at 9.1 µM; actives 1% (n = 370,000); AID 652017; in the data active means activation above about 7.8%;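 further: 0% = vehicle wells and 100% = reference activator wells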
# proKLK7 act = activators of human kallikrein-7 zymogen; activation, % at 7 µM; P49862; AID 652039; actives 0.9% (n = 370,000); purified proKLK7, EDANS-DABCYL substrate fluorescence; 100% is mature enzyme control, 0% vehicle;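 active means activation above the mean of all tested compounds plus 3 SD, computed per campaign excluding outliers beyond control limits, cut at about 13% in these data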
# Target sequence (P49862 whole entry, looked up): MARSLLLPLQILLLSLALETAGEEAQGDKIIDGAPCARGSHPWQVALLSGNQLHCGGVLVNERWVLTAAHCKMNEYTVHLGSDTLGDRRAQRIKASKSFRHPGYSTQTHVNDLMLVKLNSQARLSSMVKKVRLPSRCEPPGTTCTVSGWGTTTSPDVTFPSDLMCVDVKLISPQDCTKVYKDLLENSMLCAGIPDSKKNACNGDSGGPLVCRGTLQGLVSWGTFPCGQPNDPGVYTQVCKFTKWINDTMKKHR
# sPLA2-III inh = Blocks human group III sPLA2 activity; Q9NZ20; QFRET BODIPY PC-A2 liposome hydrolysis, fluorescence; inhibition, % at 12.2 µM; actives 0.56% (n = 370,000);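 active means inhibition above mean plus 3 SD of compounds lying within the high and low control bounds, cut at about 19% in these data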;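 further: 0% = median of test compound wells and 100% = no enzyme DMSO wells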
# Target sequence (Q9NZ20 whole entry, looked up): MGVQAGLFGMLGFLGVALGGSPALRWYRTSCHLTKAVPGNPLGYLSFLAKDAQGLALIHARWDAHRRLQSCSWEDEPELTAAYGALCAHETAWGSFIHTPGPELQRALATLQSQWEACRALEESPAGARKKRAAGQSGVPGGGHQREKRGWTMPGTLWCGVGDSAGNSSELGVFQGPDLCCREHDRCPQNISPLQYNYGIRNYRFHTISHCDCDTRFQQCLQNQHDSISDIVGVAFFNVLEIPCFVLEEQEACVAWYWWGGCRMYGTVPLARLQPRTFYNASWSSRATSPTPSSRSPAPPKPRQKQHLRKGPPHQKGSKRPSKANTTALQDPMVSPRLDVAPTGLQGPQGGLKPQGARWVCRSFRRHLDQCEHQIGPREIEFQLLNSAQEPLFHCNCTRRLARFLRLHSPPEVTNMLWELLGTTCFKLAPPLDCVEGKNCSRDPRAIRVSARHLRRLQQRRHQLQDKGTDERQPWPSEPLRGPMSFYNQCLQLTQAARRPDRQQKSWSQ
# NPR2 activator = GC-B (human) receptor activation; HEK293-GC-B cells, CNP EC30, cGMP TR-FRET; 0% at EC30 CNP, 100% saturating CNP; activation, % at 10 µM; actives 0.11% (n = 370,000); AID 1920062;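 active means activation at 10 µM reaching about 35% in either raw or pattern-adjusted values, limit read from the data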
# GC-A act = GC-A (human) enzyme activation. activation, % at 10 µM. HEK293 GC-A cells, cGMP TR-FRET, EC30 ANP; 0% at EC30 ANP, 100% saturating ANP. actives 0.14% (n = 370,000). P16066; in the data active means activation above about 40%
# * marks the source's active call; other numbers are inactive results; . = no result given.
Compound,sPLA2-III inh,hcDAF12 agonist,DAX1 inh-1,NPR2 activator,SMARCA2 activ,ssDAF-12 act,proKLK7 act,GC-A act,DAX1 inh-2,hgDAF-12 ag,FXN GAA850 act
CC(=O)CCc1ccc(OCCCCn2cncn2)cc1,1,-1.4,-0.2,7,-1,-0.5,0.0,-3,0.7,1.2,0.8
O=c1oc(-c2cccs2)nc2ccc(Cl)cc12,-9,0.3,0.5,-9,-1,-1.1,-0.5,-4,-0.5,4.2,3.5
Cn1cc(/C=N/n2cnc3sc4c(c3c2=O)CCCC4)c2ccccc21,-5,2.5,0.5,-2,-2,0.5,0.6,-4,1.0,-0.1,1.0
Clc1cccc(CN2CCCCCC2)c1,1,-2.3,-0.5,-2,0,-1.4,-1.2,0,-1.2,0.6,-1.2
CN(C)CCCN1CC(=O)N2CCc3ccc(Br)cc3C2CC1=O (stereo unspecified),-1,0.8,0.8,1,2,-1.0,-0.1,-2,.,0.3,.
CC(C)c1ccccc1-n1cc[nH]c1=S,5,-1.2,0.6,0,-4,-0.8,0.6,-4,-0.3,-1.7,2.1
COc1ccccc1N1CCN(/N=C/c2cccc(OC)c2O)CC1,-1,1.0,1.3,-2,2,-1.3,-0.5,3,0.3,4.7,2.3
Cc1cccc(NC(=O)c2cc3c([nH]c4ccccc43)c(C)n2)c1C,13,0.2,0.0,6,-2,-0.9,0.5,15,-0.6,0.1,2.2
Cc1cc(C)cc(OCC(O)CN2CCC(CN3C(=O)c4cccc5cccc(c45)C3=O)CC2)c1 (stereo unspecified),-27,-5.2,-3.2,-9,-5,-2.9,0.1,-6,-4.6,-6.0,-0.8
Cc1cc(C(=O)Nc2c(C)nn(Cc3ccc(F)cc3)c2C)on1,0,-0.6,-0.6,3,-1,-1.1,-0.4,1,-1.0,-1.4,-0.8
Cc1oc2c(c(C)cc3oc(=O)c(CC(=O)NCCCO)c(C)c32)c1C,0,-0.4,0.2,1,-1,-1.4,-8.8,3,1.0,-1.2,2.4
c1ccc(-c2cc3ncccc3cn2)cc1,6,2.8,-0.3,-4,4,-0.8,1.3,-3,0.1,9.9,3.7

# (cont.)
Compound,sPLA2-III inh,hcDAF12 agonist,DAX1 inh-1,NPR2 activator,SMARCA2 activ,ssDAF-12 act,proKLK7 act,GC-A act,DAX1 inh-2,hgDAF-12 ag,FXN GAA850 act
NS(=O)(=O)c1ccc(CCNC(=O)C(=O)c2cn(CC(=O)N3CCCC3)c3ccccc23)cc1,2,3.2,0.4,2,-2,-0.3,0.6,0,0.5,-1.3,-0.2
CCCCCOC(=O)C1C2C=CC3(CN(c4ccccc4C)C(=O)C13)O2 (stereo unspecified),2,-0.8,0.0,3,-2,-1.8,-0.8,-4,-0.8,0.1,-2.9
COc1ccccc1CCC(=O)OCC(=O)N1c2ccccc2NC(=O)C1(C)C,4,-1.4,0.3,9,-3,-1.7,0.0,-2,1.3,-1.4,-0.8
Cc1cc(S(=O)(=O)NC2CCCCC2)ccc1-n1cnnn1,-8,-0.6,-0.4,1,-1,-0.8,0.3,-1,-0.5,0.3,-0.3
CCOc1ccc(OCCn2ccnc2)cc1,6,-2.6,0.4,4,-2,-1.0,-0.7,3,-1.3,0.2,3.9
N#Cc1c(-c2ccccc2)cc(-c2ccccc2)nc1SCCC(=O)O,-23,-0.3,-0.2,-12,-2,-1.2,-0.2,-3,0.6,-2.4,0.6
O=C(COc1ccccc1Cl)Nc1ccc(N2CCN(C(=O)c3ccccc3)CC2)cc1,6,-1.4,-1.7,0,-1,-0.7,-0.6,-1,-2.2,-0.6,-0.8
Cc1cc(=O)[nH]c(N/N=C/C(C)c2ccccc2)n1 (stereo unspecified),0,-0.6,-0.5,-1,-1,-0.8,0.6,-2,0.2,-0.8,2.2
COc1ccc(C2SCC(=O)N2Cc2ccccc2)cc1 (stereo unspecified),-2,-0.2,0.0,-9,-1,-1.3,0.6,-1,0.0,-1.2,-0.1
Cc1c(-c2ccccc2)c(-c2ccc(OCCN(C)C)cc2)n2ccccc12,-7,-0.9,0.6,2,1,-1.7,4.6,-1,0.5,-0.5,-0.9
Cc1ccc(Cn2c(C)cc3c(c2=O)C(c2cccs2)C(C#N)=C(N)O3)cc1 (stereo unspecified),0,-0.7,-0.1,5,3,-0.9,-0.1,-4,-0.4,1.8,0.8
Cc1ccc(CNC(=O)CCCn2nc(C)c3c(C)n(-c4ccccc4)nc3c2=O)cc1,-1,-2.9,-0.7,-6,-2,-1.4,0.6,-4,0.1,0.2,0.3

# Next part:
Compound,sPLA2-III inh,hcDAF12 agonist,DAX1 inh-1,NPR2 activator,SMARCA2 activ,ssDAF-12 act,proKLK7 act,GC-A act,DAX1 inh-2,hgDAF-12 ag,FXN GAA850 act
N#C/C(=N\Nc1ccc(F)cc1)C(=O)C1CC1,-4,-0.1,0.1,2,-3,-0.9,1.0,2,.,0.5,0.0
Cc1cccc(CSc2nnc(NC(=O)CSc3nnc(C)s3)s2)c1,-22,-0.6,-0.2,0,1,-1.0,-0.2,7,-0.2,0.0,0.4
CCN(CC(=O)Nc1c(F)cccc1F)C(=O)Cn1[nH]c(=O)c2ccccc2c1=O,7,-0.1,0.5,-1,-2,-1.2,0.2,-1,1.4,1.4,2.5
CCOc1ccc(-c2noc(CCC(=O)O)n2)cc1,2,-7.4,-4.2,3,-5,-3.3,0.8,-1,-2.5,-15,-11
CN1c2ccccc2C(=O)/C(=C\Nc2ncccn2)S1(=O)=O,-6,0.9,-0.4,1,-3,-1.4,1.1,-1,1.8,-0.1,-0.4
OC(c1cccnc1)c1nc(/C=C/c2ccc(C(F)(F)F)cc2)cs1 (stereo unspecified),-8,-1.6,-0.8,4,-4,-0.9,-0.2,5,.,2.0,1.2
CC1=CC(C)(C)N(S(=O)(=O)c2ccc(F)cc2)c2ccc(C)cc21,0,-1.5,-0.4,-4,-2,-2.0,-0.2,-4,-1.3,3.6,-3.1
COc1ccc(C(=O)NNC(=O)CCn2nnc(-c3ccc(C)cc3)n2)cc1OC,-3,2.4,0.2,-5,-3,-1.8,0.1,2,-1.4,-0.3,-0.9
COc1cc(C=NNC(=O)C(=O)Nc2cccc(Cl)c2)cc(OC)c1O,8,0.3,1.0,-3,1,-0.3,0.1,0,1.4,5.1,1.0
COCCn1ccc2c(OCC(=O)Nc3ccccc3OC)cccc2c1=O,-4,-2.8,-3.3,-10,2,-1.4,-0.5,0,-2.2,-5.4,3.8
Cc1ccccc1C(=O)NCC(=O)N1CCN(C/C=C/c2ccccc2)CC1,10,-1.0,-1.2,6,-2,-0.8,0.3,3,-0.5,-0.1,-0.1
CC(OC(=O)c1ccncc1)C(=O)Nc1cc(S(=O)(=O)N2CCCCC2)ccc1Cl (stereo unspecified),5,1.5,-0.3,1,-2,-1.1,0.0,0,-0.8,0.3,3.3

# (more compounds)
Compound,sPLA2-III inh,hcDAF12 agonist,DAX1 inh-1,NPR2 activator,SMARCA2 activ,ssDAF-12 act,proKLK7 act,GC-A act,DAX1 inh-2,hgDAF-12 ag,FXN GAA850 act
Cc1ccc(C)c(OCc2cc(C(=O)N3CCN(c4cnccn4)CC3)no2)c1,-5,-1.5,-1.1,-5,-1,-0.9,-1.3,-4,0.7,0.7,-0.8
CCOC(=O)C1=C(COC(=O)C2CC(=O)N(c3ccccc3F)C2)NC(=O)NC1C (stereo unspecified),-9,-1.1,-1.1,-1,-4,-1.7,0.6,-1,-0.3,3.8,-0.8
CC(C)NC(=O)CN(Cc1ccc2c(c1)OCO2)C(=O)CCC(=O)Nc1ccccn1,6,-1.4,-0.1,1,0,-1.4,-0.3,4,0.5,1.0,1.3
COc1cccc(C(=O)NCC(=O)n2nc(C)cc2C)c1,-2,-1.7,-0.1,2,-4,-1.1,0.4,2,2.0,-1.2,-2.0
Cn1c(=S)n(/N=C/c2cccs2)c2ccccc21,4,2.2,0.4,1,0,-0.7,-0.6,-1,-2.1,2.8,0.5
C=CCNC(=O)CSCc1ccc(Br)cc1,8,0.3,-0.8,3,-4,-0.9,-0.2,1,1.5,0.6,0.1
COc1ccc(NC(=O)CSc2nnc(-c3cccnc3)s2)cc1,0,-1.4,0.3,0,1,-0.5,-0.1,-5,0.3,0.7,0.1
CCC1CCCCN1S(=O)(=O)c1ccc(NC(=O)c2ccncc2)cc1 (stereo unspecified),-11,-5.8,-9.1,-2,-4,-2.1,-0.3,-4,-2.1,-8.4,-2.7
Cc1cc(C(=O)COC(=O)c2ccc(O)cc2)c(C)n1CC1COc2ccccc2O1 (stereo unspecified),-47,-1.1,-1.0,1,-5,-1.4,0.1,4,-0.9,2.1,3.8
CC(C(=O)N1CCc2ccccc21)N(C)CC(=O)Nc1ccccc1Cl (stereo unspecified),1,-0.1,-0.8,1,-2,-0.8,0.2,-4,-0.2,-1.8,-0.3
O=C(CN1C(=O)c2cccc3cccc1c23)NC1CCCCC1,2,0.3,0.3,-1,-1,-1.1,2.4,2,-0.5,0.9,1.3
CC1(C(=O)Nc2cccnc2)Cc2c(-c3ccccc3)ccnc2O1 (stereo unspecified),12,-2.1,-1.4,-2,-5,-1.6,0.2,-7,.,-2.7,0.1

# Next section
Compound,sPLA2-III inh,hcDAF12 agonist,DAX1 inh-1,NPR2 activator,SMARCA2 activ,ssDAF-12 act,proKLK7 act,GC-A act,DAX1 inh-2,hgDAF-12 ag,FXN GAA850 act
COc1ccc(C)cc1N(CC(=O)Nc1ccc2c(c1)OCCO2)S(C)(=O)=O,-3,-1.9,0.1,3,4,-1.6,-0.3,0,3.0,-2.2,-0.4
COc1cc(/C=N/Nc2nc(C)cc(=O)[nH]2)ccc1O,3,-1.9,-0.1,-8,-2,-1.5,-0.4,-3,0.0,0.7,-0.3
O=C(CCNC(=O)c1ccc(Br)cc1)Nc1ccc(S(=O)(=O)N2CCCCC2)cc1,-4,-0.1,2.0,-8,0,-0.8,-0.2,-3,-0.6,3.3,-0.4
Cc1cccc(NC(=O)CSc2n[nH]c(-c3cccnc3)n2)c1,-7,-1.1,0.0,-8,1,-1.2,0.4,-5,0.2,3.3,-0.4
O=c1oc(-c2cccs2)nc2c1cnn2-c1ccccc1,8,0.2,-0.7,-3,-4,-0.8,-0.6,1,0.5,0.5,1.7
Clc1ccccc1-c1nnc(CNC2CC2)o1,3,0.0,-0.4,-6,4,-1.2,0.0,4,-0.1,1.1,3.3
CC(=O)Nc1ccc(CN(C)c2c(C)nc3ccc(C(=O)N4CCN(C(C)=O)CC4)cn23)cc1,0,1.0,-0.3,-1,2,-0.6,-0.1,3,.,-2.7,-2.0
CC1=CC(c2ccccc2)=Nc2ccc(C)cc2N1,7,13*,5.9*,3,7,3.5*,0.1,-1,0.1,19*,4.1
CCCCCOC(=O)CC(C(=O)OCCCCC)N1CCCCC1 (stereo unspecified),6,-0.5,0.6,-8,-1,-1.6,0.1,0,1.2,0.8,3.2
Clc1ccc(-c2ccnc3nc(N4CCOCC4)nn23)c(Cl)c1,10,-1.1,0.1,7,-5,-1.9,4.6,3,2.5,1.9,-2.5

# Printed as active in ssDAF-12 act, of those listed so far:
Molecule	sPLA2-III inh	hcDAF12 agonist	DAX1 inh-1	NPR2 activator	SMARCA2 activ	ssDAF-12 act	proKLK7 act	GC-A act	DAX1 inh-2
CC1=CC(c2ccccc2)=Nc2ccc(C)cc2N1	7	13*	5.9*	3	7	3.5*	0.1	-1	0.1
